RPL19A TOR yeast – modulators of TOR pathway RPL19A-GFP in S. cerevisiae; S. cerevisiae RPL19A-GFP strain, flow cytometry, 3 h; active compounds read low; percent response vs DMSO, % at 10 µM; actives 0.3% (n = 330,000);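 active means percent response vs DMSO below 50%; inconclusive means fewer than 70 events counted for the yeast strain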;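 further: median channel GFP fluorescence of the barcoded RPL19A-GFP strain; ratio of sample median GFP to plate DMSO average so 100% = DMSO; lower means less RPL19A-GFP as with rapamycin TOR inhibition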
LAP4 TOR yeast – alters LAP4-GFP fluorescence in TOR pathway yeast screen | GFP response vs DMSO, % at 10 µM | actives 0.34% (n = 320,000) | S. cerevisiae LAP4-GFP multiplex, flow cytometry GFP, 3 h; median GFP as percent of DMSO wells | AID 2023;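 active means GFP response vs DMSO above a set limit, about the screen mean plus 3 SD, cut at about 150% in these data; inconclusive means under 70 cell events counted for the yeast strain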
MEP2-GFP yeast – yeast TOR pathway MEP2-GFP modulation | GFP response vs DMSO, % at 10 µM | actives 0.51% (n = 330,000) | S. cerevisiae MEP2-GFP strain, flow cytometry GFP, 3 h; 100% = DMSO control level;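 active means GFP response versus DMSO above a set limit, roughly screen mean plus 3 SD, cut at about 180% in these data; inconclusive means fewer than 70 cells counted for a yeast strain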;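 further: median GFP fluorescence of the barcode-gated MEP2-GFP cells per well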
CR mimetic SO – caloric restriction mimetics inhibiting age-related superoxide in yeast. actives 0.18% (n = 330,000). superoxide response (% of plate mean), % at 10 µM. S. cerevisiae aged cells, superoxide DHE fluorescence; active compounds read low;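 active means superoxide response under a set limit, about three screen SD below normal, cut at about 65% in these data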;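 further: yeast aged for seven days with compound at 30 °C before DHE staining; 100% = average MFI of all compound-treated wells on the plate with controls excluded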
AHR activator – activators of human aryl hydrocarbon receptor; AHR-responsive luciferase reporter cells, luminescence; activation, % at 5 µM; actives 2.5% (n = 320,000); in the data active means activation above about 47%;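 further: 0% = vehicle wells and 100% = reference agonist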
proCasp3 act – activators of human procaspase-3 | actives 0.11% (n = 330,000) | activation, % at 8.5 µM | recombinant procaspase-3 D3A, Ac-DEVD-pNA absorbance 405 nm;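 active means activation above the mean of all tested compounds plus 3 SD, cut at about 21% in these data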;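 further: 0% = DMSO alone and 100% = DMSO wells spiked with extra 5 µM PC-3 D3A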
Target sequence (P42574 whole entry D9A/D28A/D175A): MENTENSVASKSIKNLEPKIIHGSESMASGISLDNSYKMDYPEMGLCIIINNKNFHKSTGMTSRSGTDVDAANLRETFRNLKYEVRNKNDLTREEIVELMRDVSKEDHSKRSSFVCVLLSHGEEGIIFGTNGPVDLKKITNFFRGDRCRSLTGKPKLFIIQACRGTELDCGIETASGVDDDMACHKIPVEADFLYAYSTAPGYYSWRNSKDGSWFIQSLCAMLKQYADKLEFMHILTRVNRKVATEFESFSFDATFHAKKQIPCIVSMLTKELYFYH
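material = Procaspase-3 D3A mutant | probe or stimulus = Ac-DEVD-pNA | compound = single dose, 8.5 µM nominal compound, 0.8% DMSO | timing = 1 h preincubation, 2 h reaction | measured by = 405 nm absorbance of p-nitroaniline, reads at 0 and 120 min | benchmarks = DMSO-only low control, 5 µM PC-3 D3A high control | repeats = singlicate, each compound tested once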
JMJD2C inh – inhibitors of human GASC-1 (JMJD2C) demethylase; inhibition, % at 2.35 µM; Q9H3R0; GST-JMJD2C(1-420) H3K9me3 demethylation, DELFIA europium; actives 0.069% (n = 330,000);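 active means more than half of a compound's replicate wells show inhibition beyond 50%, single wells judged on their own value; inconclusive means some, but no more than half, of replicates pass 50% inhibition; inactive means no replicate passes 50% inhibition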;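 further: signal counts dimethyl H3K9 product captured on neutravidin plate; 0% = median of DMSO wells and 100% = 0.3 times that DMSO median; strong numbers were not always called active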
Target sequence (Q9H3R0 1-420 limits assumed): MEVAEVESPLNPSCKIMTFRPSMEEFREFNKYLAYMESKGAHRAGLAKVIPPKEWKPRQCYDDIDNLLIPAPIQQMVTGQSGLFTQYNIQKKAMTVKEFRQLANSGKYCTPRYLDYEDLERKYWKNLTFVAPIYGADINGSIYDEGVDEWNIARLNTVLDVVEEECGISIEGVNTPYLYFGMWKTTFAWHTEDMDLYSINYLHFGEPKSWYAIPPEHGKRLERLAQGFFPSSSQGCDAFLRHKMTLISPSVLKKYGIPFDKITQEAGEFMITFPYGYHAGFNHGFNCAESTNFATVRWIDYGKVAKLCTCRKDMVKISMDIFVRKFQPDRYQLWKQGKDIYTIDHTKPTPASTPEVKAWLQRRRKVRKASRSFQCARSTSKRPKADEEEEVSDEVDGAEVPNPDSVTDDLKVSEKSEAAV
proCasp7 act – counter-screen for procaspase-3 activators: activators of human procaspase-7 | activation, % at 8.5 µM | recombinant procaspase-7, Ac-DEVD-pNA absorbance 405 nm; D23A/D198A/D206A triple mutant, cannot self-cleave; scale: DMSO 0, 5 µM enzyme 100 | P55210 | actives 0.093% (n = 330,000);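 active means percent activation above the screen-wide mean plus 3 SD, cut at about 25% in these data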
Target sequence (P55210 whole entry D23A/D198A/D206A): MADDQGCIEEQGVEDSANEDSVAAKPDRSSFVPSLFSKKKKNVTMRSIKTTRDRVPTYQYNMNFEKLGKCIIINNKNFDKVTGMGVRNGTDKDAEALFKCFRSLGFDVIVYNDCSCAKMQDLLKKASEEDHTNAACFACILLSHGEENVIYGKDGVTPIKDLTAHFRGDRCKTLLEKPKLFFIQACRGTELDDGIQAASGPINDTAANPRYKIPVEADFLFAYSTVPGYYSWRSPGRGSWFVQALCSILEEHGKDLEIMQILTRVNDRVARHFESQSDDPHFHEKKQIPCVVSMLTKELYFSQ
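Material: Procaspase-7 triple mutant (PC-7 D3A) | Quantity: 2 µM procaspase-7 mutant as dispensed | Reagent: DEVD-pNA substrate | Times: 1 h preincubation, 2 h reaction | Technique: 405 nm absorbance of p-nitroaniline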
Active calls of the source: *; ? = inconclusive; . = no result given; [ ] = another dose, or the depositor's remark.

#	structure	RPL19A TOR yeast	LAP4 TOR yeast	MEP2-GFP yeast	CR mimetic SO	AHR activator	proCasp3 act	JMJD2C inh	proCasp7 act
1	CC(=O)C(Sc1nc(N(C)C)nc(N(C)C)n1)C(=O)Nc1ccccc1 (centres undefined)	92	92	97	104	0	0	21	-1
2	CC(=O)c1ccccc1NC(=O)COC(=O)CCC1CCCC1	97	95	104	104	9	-2	-2	8
3	CC(Sc1nnc(C(C)Oc2ccccc2F)o1)C(=O)NCc1ccc2c(c1)OCO2 (centres undefined)	100	105	98	90	0	13	3	1
4	O=C(CN1C(=O)NC2(CCCCC2)C1=O)NNC(=O)C1CC1	97	93	93	91	-2	2	1	13
5	O=C(NNC(=O)C1CC1)c1cc(Cl)nc2ccccc12	?	?	?	94	16	-4	-2	-1
6	CCOC(=O)c1ccc(CNC(=O)CSc2nnnn2-c2ccc(Cl)cc2)o1	108	113	109	106	2	0	-1	2
7	Cc1cc(OCC(=O)NNC(=S)NC(=O)c2cccs2)ccc1Cl	106	66	99	84	.	.	-1	.
8	COCCCNCCC(CCC(C)C)c1ccc2c(c1)OCO2 (centres undefined)	93	103	97	99	2	7	5	12
9	C=CC(O)Cc1c(C)n[nH]c1C (centres undefined)	110	105	104	93	1	9	-1	4
10	Cc1cccc(/N=C/c2c(O)cc(C)oc2=O)n1	99	93	97	106	-1	5	-1	3

Further structures:
#	structure	RPL19A TOR yeast	LAP4 TOR yeast	MEP2-GFP yeast	CR mimetic SO	AHR activator	proCasp3 act	JMJD2C inh	proCasp7 act
11	Cc1ccc(/C=N/NC(=O)Nc2ccccc2)o1	100	108	91	94	27	6	-15	-1
12	CCCCS(=O)(=O)NC1=NCN(CCO)CN1	61[may fluoresce violet]	75[may fluoresce violet]	303*[may fluoresce violet]	102	0	3	1	5
13	COc1nc(N)c(S(=O)(=O)c2ccccc2)cc1C#N	98	101	104	82	-1	13	7	6
14	CC(=O)c1cnn(-c2ccc(Cl)c(Cl)c2Cl)c1C	100	115	99	101	0	-3	1	-2
15	CCCC(=O)OCC(=O)Nc1ccccc1Sc1ccccc1	106	99	123	104	-3	2	2	7
16	O=C(/C=C/c1cccc(F)c1)NC1CCN(Cc2ccccc2)CC1	92	97	103	107	1	8	6	7
17	COC(=O)C1(C)CN(S(=O)(=O)c2ccc(C)cc2)c2cc(OC)ccc2C1=O (centres undefined)	105	107	100	100	4	10	4	4
18	CCN(C[C@H]1N[C@@](C)(C(=O)OC)[C@H]2C(=O)N(C)C(=O)[C@@H]12)S(=O)(=O)c1ccc(C)cc1	99	106	101	106	0	-7	.	2
19	CC(=O)NC(CC(=O)OCC(=O)c1ccc(NC(=O)CC(C)C)cc1)c1ccccc1 (centres undefined)	98	103	98	94	4	3	0	5
20	CS(=O)(=O)Nc1ccc(S(=O)(=O)NCCc2ccccc2)cc1	106	105	104	103	0	-3	0	8

Further structures:
#	structure	RPL19A TOR yeast	LAP4 TOR yeast	MEP2-GFP yeast	CR mimetic SO	AHR activator	proCasp3 act	JMJD2C inh	proCasp7 act
21	O=C(NCCCn1ccnc1)c1noc2c1CCCC2	100	97	102	93	48*	-3	20	-3
22	COc1cc(-c2nc3ccccn3c2/N=C/c2cccc(OC)c2O)ccc1O	102	91	102	87	43	3	0	2
23	CCc1nc(SCc2ccc(Cl)cc2)n[nH]1	100	104	96	102	4	0	-2	-5
24	O=C(CNS(=O)(=O)c1ccccc1)NCC(=O)OCc1ccccc1F	92	107	89	102	6	-1	0	-7
25	CCCCOCCCNC(=O)Cc1ccccc1OC	103	108	108	98	0	6	10	-14
26	O=C(COC(=O)CNC(=O)c1ccccc1)Nc1ccc(S(=O)(=O)N2CCOCC2)cc1	94	86	85	96	1	4	-2	-1
27	COc1ccccc1CCNC(=O)c1cccc(S(=O)(=O)N2CCc3ccccc3C2)c1	93	101	92	105	7	0	.	-10
28	CC1C(=O)N2CCCc3cc(NC(=O)C(=O)NCc4ccccn4)cc1c32 (centres undefined)	101	102	102	103	0	-3	-10	2
29	CCN1c2ccccc2N(C)C1(C)c1ccccc1 (centres undefined)	98	102	103	118	2	-17	-15	-16
30	C/C(=N\N1CCN(c2ccccc2)CC1)c1cccs1	106	99	102	100	4	1	0	-4

Copied from above, compounds 19 to 30
#	structure	RPL19A TOR yeast	LAP4 TOR yeast	MEP2-GFP yeast	CR mimetic SO	AHR activator	proCasp3 act	JMJD2C inh	proCasp7 act
19	CC(=O)NC(CC(=O)OCC(=O)c1ccc(NC(=O)CC(C)C)cc1)c1ccccc1 (centres undefined)	98	103	98	94	4	3	0	5
20	CS(=O)(=O)Nc1ccc(S(=O)(=O)NCCc2ccccc2)cc1	106	105	104	103	0	-3	0	8
21	O=C(NCCCn1ccnc1)c1noc2c1CCCC2	100	97	102	93	48*	-3	20	-3
22	COc1cc(-c2nc3ccccn3c2/N=C/c2cccc(OC)c2O)ccc1O	102	91	102	87	43	3	0	2
23	CCc1nc(SCc2ccc(Cl)cc2)n[nH]1	100	104	96	102	4	0	-2	-5
24	O=C(CNS(=O)(=O)c1ccccc1)NCC(=O)OCc1ccccc1F	92	107	89	102	6	-1	0	-7
25	CCCCOCCCNC(=O)Cc1ccccc1OC	103	108	108	98	0	6	10	-14
26	O=C(COC(=O)CNC(=O)c1ccccc1)Nc1ccc(S(=O)(=O)N2CCOCC2)cc1	94	86	85	96	1	4	-2	-1
27	COc1ccccc1CCNC(=O)c1cccc(S(=O)(=O)N2CCc3ccccc3C2)c1	93	101	92	105	7	0	.	-10
28	CC1C(=O)N2CCCc3cc(NC(=O)C(=O)NCc4ccccn4)cc1c32 (centres undefined)	101	102	102	103	0	-3	-10	2
29	CCN1c2ccccc2N(C)C1(C)c1ccccc1 (centres undefined)	98	102	103	118	2	-17	-15	-16
30	C/C(=N\N1CCN(c2ccccc2)CC1)c1cccs1	106	99	102	100	4	1	0	-4

The listing continues.
#	structure	RPL19A TOR yeast	LAP4 TOR yeast	MEP2-GFP yeast	CR mimetic SO	AHR activator	proCasp3 act	JMJD2C inh	proCasp7 act
31	CCOC(=O)c1[nH]c2ccccc2c1NC(=O)NC1CCCCC1	104	106	107	86	23	-2	5	0
32	Cc1[nH]c(=O)[nH]c(=O)c1S(=O)(=O)Nc1cccc([N+](=O)[O-])c1C	103	95	110	98	.	.	-3	.
33	O=C(COC(=O)Cc1ccccc1F)Nc1ccccc1[N+](=O)[O-]	93	111	95	138	2	1	-1	11
34	CCN1CCN(c2cc(C)c3cc(NC(=O)c4cccnc4Cl)ccc3n2)CC1	93	86	83	96	7	-3	17	-4
35	Cc1cc(-c2n[nH]c(=S)n2/N=C/c2ccccc2[N+](=O)[O-])n[nH]1	101	90	101	96	48*	-6	7	-1
36	COc1ccc(C(=O)Cn2c(C(=O)/C=C/c3ccccc3)nc3ccccc32)cc1	99	98	103	99	1	2	-2	13
37	O=C(N/N=C/c1cccc(F)c1)c1c(O)c2ccccc2[nH]c1=O	100	95	94	85	7	-18	-9	-5
38	Cc1cccc(OCCOC(=O)c2c(-c3ccccc3)noc2C)c1	102	99	102	91	1	11	11	0
39	Cc1cccc(OCC(O)CN2CCN(C3CCCCC3)CC2)c1 (centres undefined)	97	97	100	95	2	-11	3	5
40	Nc1ncc(CCN2CCOCC2)c(-c2ccc(F)cc2)n1	99	111	129	101	-3	8	-26	7

Continuation.
#	structure	RPL19A TOR yeast	LAP4 TOR yeast	MEP2-GFP yeast	CR mimetic SO	AHR activator	proCasp3 act	JMJD2C inh	proCasp7 act
41	COc1ccccc1N1C(=O)c2cccc3c(N(C)CCO)ccc(c23)C1=O	106	102	127	101	4	-6	6	0
42	O=C(CN1C(=O)/C(=C/c2c(F)cccc2Cl)Oc2ccccc21)NCc1ccco1	107	91	105	102	23	-2	-10	4
43	Cc1ccccc1NC(=O)C(=O)c1cn(C)c2ccccc12	107	103	103	95	30	12	13	5
44	COc1ccccc1N1CCN(Cc2cc3c(cc2Br)OCCO3)CC1	98	95	96	101	4	-1	6	9
45	Cc1ccc(CSc2ccc(C(=O)N3CCOCC3)cc2[N+](=O)[O-])cc1	102	94	99	99	2	8	5	4
46	CC(=O)c1cccc(S(=O)(=O)N2CCN(c3nc4cc(C)cc(C)c4cc3C#N)CC2)c1	94	99	99	101	-2	-6	16	-1
47	CN1CCN(CC(O)COc2ccc(C(=O)O)cc2)CC1 (centres undefined)	102	95	99	97	3	5	-4	2
48	CCC1CN(C(=O)NCc2ccc(C)cc2)c2cc(Cl)ccc2O1 (centres undefined)	106	100	115	109	.	.	0	.
49	Cc1cc(C)c(C)c(Oc2ncnc(N)c2[N+](=O)[O-])c1	95	102	91	106	2	5	3	-15
50	Cc1ccc(OC(=O)CCC(=O)N2CCc3ccccc32)cc1	94[may fluoresce violet]	117[may fluoresce violet]	89[may fluoresce violet]	108	23	0	-1	3

Carrying on:
#	structure	RPL19A TOR yeast	LAP4 TOR yeast	MEP2-GFP yeast	CR mimetic SO	AHR activator	proCasp3 act	JMJD2C inh	proCasp7 act
51	Cc1cc(=O)n(C)c(=O)n1CCCCCOc1cccc([N+](=O)[O-])c1	109	105	102	91	0	10	4	-13
52	COc1ccc(S(=O)(=O)NCC(=O)N(CC(=O)NCc2ccco2)Cc2ccccc2)cc1	103	102	102	97	2	5	-10	10
53	CCCN=C1CC(C)(C)CC(=O)/C1=C(/O)CCCN1C(=O)c2ccccc2C1=O	101	105	103	90	0	3	4	1
54	COc1ccc(C2=Nn3c(nnc3-c3ccccc3C(F)(F)F)SC2)cc1OC1CCOC1 (centres undefined)	108	95	102	116	22	5	-3	-8
55	CC(=O)Nc1ccc(NC2=C/C(=N/S(=O)(=O)c3cccs3)c3ccccc3C2=O)cc1	104	112	105	110	-18	9	25	-10
56	CN(c1ccccc1)S(=O)(=O)c1cccc(C(=O)NC2CC(C)(C)NC(C)(C)C2)c1	85	88	91	95	4	2	-1	-5
57	Cn1cc(C=C2C(=O)CC(C)(C)CC2=O)c2ccccc21	96	91	95	119	28	-2	-3	-20
58	OC(CCc1ccncc1)COc1ccccc1 (centres undefined)	100	93	106	91	7	-4	0	-6
59	C/C(=N/NC(N)=S)c1cc2ccc(O)cc2oc1=O	20*[may fluoresce violet]	81[may fluoresce violet]	?	97	6	-15	-3	-26
60	O=C(NCc1cccs1)c1ccccc1[N+](=O)[O-]	103	105	96	104	0	-2	-7	2

(next part)
#	structure	RPL19A TOR yeast	LAP4 TOR yeast	MEP2-GFP yeast	CR mimetic SO	AHR activator	proCasp3 act	JMJD2C inh	proCasp7 act
61	CCn1c(=O)c2c3c(sc2n(C)c1=O)CCC3	98	115	100	89	-6	6	11	10
62	Cc1cc(C)nc(CCNC(=O)C2CCC(=O)N(Cc3ccccc3F)C2)n1 (centres undefined)	97	95	96	65*	2	-1	-9	1
63	O=C1CC(c2ccccc2)c2cc(O)ccc2O1 (centres undefined)	104	101	103	99	0	-10	-4	-10
64	CCCC(=O)c1c(C)c2ccccc2n1C	100	94	101	106	2	-1	-15	-3
65	CCCSCCCNC(=O)CC1Oc2ccccc2NC1=O (centres undefined)	93	101	111	106	-1	2	18	12
66	CCOc1ccc(CN2CCN(C(=O)c3ccccc3)CC2)cc1	102	96	102	97	0	-11	-80	-6

Compound activity from PubChem.
